# Assay outcomes (PubChem)
# HKDC1 inh: blocks human hexokinase HKDC1 activity; recombinant HKDC1, G6PDH/diaphorase resazurin coupled fluorescence; 340,000 tested, 0.16% active; Q2TB90; inhibition, % at 20 µM; AID 493160;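 active = inhibition above about 35% when tested at 20 µM, limit read from the data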;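 note: plate controls were DMSO wells with enzyme for no effect and DMSO wells lacking enzyme for full effect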
#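 Test system: recombinant HKDC1 (HK5) hexokinase enzyme, produced in-house; Amount: enzyme 5 µg/mL final; Buffer or medium: Tris pH 8.0 buffer with MgCl2, Tween-20, BSA, BME; Reagent: glucose and ATP substrates; Doses: 20 µM test compound, 1% DMSO; Incubation: 90 min reaction incubation at room temperature, dark; Detection: resorufin fluorescence at 613 nm.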
# NALP3 yeast inh: inhibitors of NALP3 inflammasome in yeast | 330,000 tested, 0.39% active | Yeast reconstituted NLRP3/ASC/caspase-1, beta-gal luminescence, 24 h | AID 2825 | inhibition, % at 10 µM;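 active = inhibition of 50% or more; inactive = inhibition below 50%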;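 note: plate controls were induced DMSO wells for no effect and uninduced yeast grown without galactose for full effect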
# SENP6 block: inhibitors of human SENP6 protease; Q9GZR1; Recombinant SENP6 catalytic domain, aminoluciferin luminescence; inhibition, % at 10 µM; 330,000 tested, 1.8% active; AID 2599;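 active = inhibition above about 50% at the single tested dose, limit read from the data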;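 note: plate controls were DMSO wells with enzyme for no effect and DMSO wells lacking enzyme for full effect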
# Target sequence (Q9GZR1 628-1112 limits assumed): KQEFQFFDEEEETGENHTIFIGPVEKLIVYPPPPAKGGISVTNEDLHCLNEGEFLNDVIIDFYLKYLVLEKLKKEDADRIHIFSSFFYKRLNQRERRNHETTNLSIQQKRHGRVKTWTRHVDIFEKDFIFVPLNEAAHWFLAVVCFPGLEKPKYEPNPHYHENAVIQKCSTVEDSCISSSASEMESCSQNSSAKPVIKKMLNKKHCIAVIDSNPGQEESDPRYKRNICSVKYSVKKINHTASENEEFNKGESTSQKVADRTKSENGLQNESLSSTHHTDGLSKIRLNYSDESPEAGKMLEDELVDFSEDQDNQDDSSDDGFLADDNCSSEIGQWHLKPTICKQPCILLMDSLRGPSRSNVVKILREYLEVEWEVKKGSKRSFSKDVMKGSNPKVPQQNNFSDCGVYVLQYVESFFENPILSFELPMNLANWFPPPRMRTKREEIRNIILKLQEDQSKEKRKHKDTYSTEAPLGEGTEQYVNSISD
# SENP8 block-1: SENP8 (human) protease inhibition. Q96LD8. recombinant SENP8, Nedd8 substrate fluorescence. inhibition, % at 20 µM. 360,000 tested, 0.64% active. AID 602440; in the data active = inhibition mostly above about 40%, no sharp cut-off; inactive = mostly below about 27%
# SENP8 block-2: SENP8 protease inhibition | Q96LD8 | purified SENP8, Z-RLRGG-aminoluciferin cleavage, luminescence | inhibition, % at 10 µM | 330,000 tested, 1.2% active | AID 2540; in the data active = inhibition above about 50%
# SENP7 inh: SENP7 protease inhibition. inhibition, % at 5 µM. recombinant SENP7, Z-RLRGG-aminoluciferin luminescence, 40 min. 330,000 tested, 1.5% active;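 active = inhibition above about 50% at the single test dose, limit read from the data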;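 note: plate controls were DMSO with enzyme for no effect and no enzyme buffer wells for full effect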
# Target sequence (Q9BQF6 706-1050 limits assumed): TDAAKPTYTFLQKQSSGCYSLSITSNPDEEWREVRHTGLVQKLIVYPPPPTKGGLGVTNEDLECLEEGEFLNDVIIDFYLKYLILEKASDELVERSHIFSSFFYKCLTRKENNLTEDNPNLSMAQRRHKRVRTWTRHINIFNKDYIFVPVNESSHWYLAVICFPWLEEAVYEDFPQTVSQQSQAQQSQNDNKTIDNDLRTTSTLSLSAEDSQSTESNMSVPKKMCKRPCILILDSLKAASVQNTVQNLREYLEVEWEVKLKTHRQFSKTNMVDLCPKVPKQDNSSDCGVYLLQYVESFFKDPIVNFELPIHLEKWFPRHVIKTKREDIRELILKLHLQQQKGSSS
# PfG6PD inh: PfG6PD (Plasmodium falciparum) enzyme inhibition; PfGluPho enzyme, NADPH resazurin-diaphorase fluorescence; inhibition, % at 20 µM; 350,000 tested, 0.78% active; AID 504690;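 active = inhibition reaching at least a set limit at 20 µM in the primary screen, cut at about 59% in these data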;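 note: 0% = DMSO wells with substrate and 100% = DMSO wells lacking glucose-6-phosphate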
# SENP1 FRET inh: blocks the human SENP1 SUMO protease catalytic domain | Q9P0U3 | inhibition, % at 10 µM | 360,000 tested, 0.21% active | recombinant SENP1 catalytic domain, CyPet-SUMO1-YPet FRET cleavage | AID 624204;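 active = inhibition at least 30% at 10 µM, raw YFP signal under a set limit, fluorescence ratio 0.5 to 1.5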;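 note: 0% = enzyme with DMSO and 100% = no enzyme wells; some results filed as inactive read as strong as hits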
# Target sequence (Q9P0U3 419-644 limits assumed): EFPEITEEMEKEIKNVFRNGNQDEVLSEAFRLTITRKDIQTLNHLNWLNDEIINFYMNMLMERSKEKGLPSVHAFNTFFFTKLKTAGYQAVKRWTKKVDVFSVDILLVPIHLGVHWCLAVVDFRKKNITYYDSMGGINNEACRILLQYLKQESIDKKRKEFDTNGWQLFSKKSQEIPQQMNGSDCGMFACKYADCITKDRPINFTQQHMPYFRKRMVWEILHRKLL
#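 System: Recombinant human SENP1 catalytic domain, His6-tagged | Incubation: Enzyme reaction for 50 min at room temperature, dark | Medium: Tris pH 8 with BME, BSA, NP40 and catalase | Also added: 25 nM SUMO1 FRET substrate | Compound: 10 µM single point, 0.5% DMSO | Measured by: FRET fluorescence in CFP and YFP emission channels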
# Apaf-1 inh: blocks human Apaf-1 apoptosome activity; O14727; 330,000 tested, 0.71% active; inhibition, % at 20 µM; AID 489030; reconstituted apoptosome caspase-3 activity, DEVD-Rh110 fluorescence; active = inhibition of at least 40% at 20 µM;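 note: plate controls were DMSO wells for no effect and DEVD-CHO caspase inhibitor wells for full effect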
#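 System: reconstituted apoptosome with Apaf-1, cytochrome c, caspase-9, procaspase-3, dATP; Signal: Rh110 fluorescence intensity; Schedule: 30 min compound preincubation, 50 min activation, room temperature; Reagent: cytochrome c trigger plus (Z-DEVD)2-Rh110 caspase-3 substrate.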
# * = called active by the depositor; x = no result given.
SMILES,HKDC1 inh,NALP3 yeast inh,SENP6 block,SENP8 block-1,SENP8 block-2,SENP7 inh,PfG6PD inh,SENP1 FRET inh,Apaf-1 inh
O=C(Nc1cccc(Cl)c1)Nc1nc(-c2ccc(Cl)cc2)cs1,-3,9,-10,18,-4,-4,-13,-1,-4
FC(F)(F)c1cc(CCN2CCNC[C@@H]2c2ccccc2)cc(C(F)(F)F)c1,1,10,-31,-7,-34,2,6,-9,61*
COc1ccccc1/C=C/C(=O)N1CCCC1,-9,23,-1,-38,-12,-1,0,1,-3
CC1CN(C(=O)c2ccccc2)c2ccccc2NC1=O (stereo not given),13,12,-13,17,-12,-2,11,-1,-2
CC(C)c1ccc(NC(=O)N2CCc3ccccc3C2)cc1,-1,14,-34,10,-4,-1,51,-3,10
COc1ccccc1CNC(=O)C1CCCN(S(=O)(=O)c2c(C)[nH]c(=O)[nH]c2=O)C1 (stereo not given),5,13,-2,-1,-9,-3,-14,-1,2
O=c1c([N+](=O)[O-])cn(Cc2ccccc2)c(=O)n1Cc1ccccc1,2,x,x,3,x,x,7,1,x
Cc1ccc(C)c(NC(=S)N(Cc2ccc(Cl)cc2)Cc2ccc(C(=O)O)cc2)c1,6,21,-27,16,-5,-5,2,5,1
Cc1onc(-c2c(F)cccc2Cl)c1C(=O)Nc1nnc(C(F)(F)F)s1,-4,8,0,-11,2,-3,41,-1,2
CCc1noc(C)c1C(=O)OCC(=O)NCCc1ccc(OC)cc1,0,2,-1,6,-2,5,-6,-1,2
O=C1C(=O)N(Cc2cccc([N+](=O)[O-])c2)c2ccccc21,2,9,11,8,2,-1,23,0,7
NC1=NC[C@H](Cc2ccc(O)cc2)N1CCC12CC3CC(CC(C3)C1)C2,5,12,-9,21,-17,-13,4,-8,49*

# Laid out differently: entries from further up
# Each structure is followed by: HKDC1 inh | NALP3 yeast inh | SENP6 block | SENP8 block-1 | SENP8 block-2 | SENP7 inh | PfG6PD inh | SENP1 FRET inh | Apaf-1 inh
O=C1C(=O)N(Cc2cccc([N+](=O)[O-])c2)c2ccccc21
→ 2 | 9 | 11 | 8 | 2 | -1 | 23 | 0 | 7
NC1=NC[C@H](Cc2ccc(O)cc2)N1CCC12CC3CC(CC(C3)C1)C2
→ 5 | 12 | -9 | 21 | -17 | -13 | 4 | -8 | 49*

# Remaining list, next part
SMILES,HKDC1 inh,NALP3 yeast inh,SENP6 block,SENP8 block-1,SENP8 block-2,SENP7 inh,PfG6PD inh,SENP1 FRET inh,Apaf-1 inh
O=C(Nc1ccc(C(=O)Nc2ccccc2Cl)cc1)c1cccnc1,-5,22,15,-7,1,3,23,1,11
CCN(c1ccccc1)S(=O)(=O)c1ccc(C(=O)N2CCOCC2)cc1,-5,-3,0,10,-2,7,6,3,-8
COc1ccc(-n2c(=S)[nH]c3cc(C(=O)Nc4ccc(F)cc4)ccc3c2=O)c(OC)c1,0,21,-11,3,-3,-2,0,0,6
Cc1cccc(NC(=O)CCNC(=O)c2ccco2)c1,-8,-9,-1,18,-18,-11,-8,0,-5
O=C1c2ccccc2C(=O)N1Cc1cccnc1,-11,21,-9,6,-2,0,12,-1,-3
Cc1ccc(C(=O)NNC(=O)C2CCN(C(=O)OC(C)(C)C)CC2)cc1,-3,9,7,10,3,7,-8,1,16
O=C(NCCN1CCCCC1)Nc1ccccc1Cl,5,9,5,9,-4,10,-4,-2,-10
Cc1ccc(N(C(=O)c2snc(C(N)=O)c2N)C(C(=O)NCc2ccccc2)c2ccncc2)c(C)c1 (stereo not given),-4,23,-12,-342,2,-3,-3,-42,33
CCOC(=O)C1CCCN(C(=O)c2ccc3c(c2)OCCO3)C1 (stereo not given),-7,20,-7,9,16,-2,2,1,-1
CC1(C)Oc2ccc3ccc(=O)oc3c2/C(=C/N)C1=O,-5,-1,-14,11,-8,-10,9,0,-8
Cc1ccc(C)c(NC(=S)NCCCN2CCOCC2)c1,0,-10,-8,3,-1,-5,2,-1,6
COc1ccc(-c2noc(N3CCCC(C(=O)Nc4cc(F)ccc4F)C3)n2)cc1 (stereo not given),-3,2,-2,1,-15,-12,30,1,-3

# Quoted at random: 2 entries already listed, in no set order.
SMILES,HKDC1 inh,NALP3 yeast inh,SENP6 block,SENP8 block-1,SENP8 block-2,SENP7 inh,PfG6PD inh,SENP1 FRET inh,Apaf-1 inh
Cc1ccc(C(=O)NNC(=O)C2CCN(C(=O)OC(C)(C)C)CC2)cc1,-3,9,7,10,3,7,-8,1,16
Cc1cccc(NC(=O)CCNC(=O)c2ccco2)c1,-8,-9,-1,18,-18,-11,-8,0,-5

# (cont.)
SMILES,HKDC1 inh,NALP3 yeast inh,SENP6 block,SENP8 block-1,SENP8 block-2,SENP7 inh,PfG6PD inh,SENP1 FRET inh,Apaf-1 inh
Cc1c(Cl)cccc1N(Cc1ccc(C(=O)O)cc1)S(=O)(=O)c1ccccc1,-1,0,1,6,2,3,-42,2,3
O=C(Cc1ccc(F)cc1)Nc1nccs1,-6,3,5,11,-2,4,-6,2,-12
c1ccc2c(NCC3CCCO3)nc(-c3ccncc3)nc2c1 (stereo not given),3,4,3,-140,3,1,-1,-2,6
O=C(C1CCCN(S(=O)(=O)c2cccc3cccnc23)C1)N1CCN(c2ccc(F)cc2)CC1 (stereo not given),-7,5,-5,4,13,-5,-2,1,1
Cc1cc(C)cc(-n2nnnc2SCC(=O)Nc2nc(-c3ccc(Cl)cc3)cs2)c1,-5,3,-38,6,1,13,-17,3,5
COC(=O)Cc1c(C)c2ccc(O)c(CNCc3ccc(OC)c(OC)c3)c2oc1=O,2,6,-14,-273,7,4,-13,-25,-3
COc1cccc(Nc2ccccc2C(=O)O)c1,-2,5,-5,13,5,-14,-18,2,14
Cc1cc(S(=O)(=O)N2CCN(c3ccccn3)CC2)c(C)cc1Cl,-1,45,6,9,3,4,-1,0,8
Cc1ccc2nc(/C(C#N)=C\c3ccc(OC(=O)c4cccs4)cc3)[nH]c2c1,14,17,-8,-324,3,-1,2,-25,-7
Cc1nnc(SCC(=O)N2CCCC(N3CCN(c4ccc(F)cc4)CC3)C2)o1 (stereo not given),-2,7,-6,4,-7,0,7,0,0
NS(=O)(=O)c1cccnc1Nc1ccc(Cl)c(Cl)c1,1,19,6,-125,-4,-1,9,0,3
CC1CCCC(NC(=O)CCNC(=O)c2ccc(Cl)cc2)C1C (stereo not given),2,12,-9,4,2,4,-5,2,10
Cc1cccc(-n2c(Cc3ccccc3)nnc2SCc2ccc([N+](=O)[O-])cc2)c1,0,19,-4,21,7,4,7,2,15
CCn1nc([N+](=O)[O-])c(C(C#N)c2nc3ccccc3n2C)c(Cl)c1=O (stereo not given),-4,12,5,-30,-6,-5,7,-22,16
Cc1nc(C(=O)NCCC(C)C)sc1C1(C)CC(c2cccc([N+](=O)[O-])c2)=NO1 (stereo not given),6,6,-14,2,-5,11,-7,0,20
CCCn1c(N)c(C(=O)CSc2nc(C)nc3sc(C)c(C)c23)c(=O)[nH]c1=O,-1,29,0,-8,1,6,8,1,5
O=C(Oc1ccccc1)N1CCOCC1,-7,13,13,3,-4,-2,-1,2,1
NC(=O)c1cnccn1,-1,2,-5,2,-3,6,-4,-1,-8
O=C(c1cccc(C(F)(F)F)c1)N(c1ccccn1)C1CCCCC1,-5,22,5,3,0,1,7,1,1
COCCNS(=O)(=O)c1ccc2c(c1)C(=O)c1cc(S(=O)(=O)NCCOC)ccc1-2,3,14,13,16,1,3,-12,5,-6
CCOC(=O)c1ccc2[nH]c(C)c(CCC(C)=O)c(=O)c2c1,-6,11,-25,-291,0,-3,9,2,-6
O=C(NCc1ccc(F)cc1)C1(c2cccs2)CCOCC1,-9,6,5,16,1,0,-2,0,-10
O=C(NC1CCCC1)C(c1ccncc1)N(Cc1ccccc1)C(=O)c1ccc(-c2ccccc2)[nH]1 (stereo not given),-2,5,-2,-40,-7,0,9,-15,15
COC(=O)[C@H](CC(C)C)NC(=O)NCCCc1ccccc1,2,18,9,6,-2,4,12,0,0
Cc1ccc(C2=CC(=O)CC(C)(C)C2)cc1,2,20,-6,15,-6,-6,-5,2,12
COc1ccc(-c2csc3ncnc(Oc4cccc5ccc(C)nc45)c23)cc1,-1,41,-6,9,-1,6,-5,-6,22
O=C(NNC(=O)c1cc(F)c(F)cc1Cl)c1ccc(NS(=O)(=O)c2cccs2)cc1,-2,8,-8,0,-6,5,-14,2,-4
Cc1c(C(C)NC(=O)Nc2ccc(F)cc2F)cnn1C (stereo not given),-2,-2,-11,34,-10,-3,14,3,0
C=CCNc1nc(C2(C)CC3(CC(C)(C)OC3=O)C(=O)O2)cs1 (stereo not given),-5,-10,9,28,11,5,-9,-1,-1
COc1ccc(C(=O)NCCCc2ccccc2)cc1,-5,33,-7,-184,-1,-2,9,2,-7
Cc1ccccc1NC(=O)COc1ccc2c(c1)OC(C)(C)CC2=O,-4,-4,-13,2,-8,-6,-15,2,9
CC(C)Cc1cc(C(=O)NCCCN2CCOCC2)no1,2,6,4,22,8,0,-26,-1,7
COC(=O)Cn1c(=NC(=O)c2ccc(OC)c(OC)c2)sc2cc(OC)ccc21,-10,9,5,-400,7,-3,-3,-2,-4
Brc1ccc(CSc2nnc(-c3cccnc3)o2)cc1,-2,25,-11,14,-8,-3,-2,0,8
CC1CN(c2nn3c(=O)c4ccccc4nc3c3ccccc23)CC(C)O1 (stereo not given),-1,20,-20,-494,-13,-3,6,-6,17
Cc1cnc(CNC(=O)CC2C(=O)NCCN2Cc2cccc(F)c2F)cn1 (stereo not given),-3,11,-7,-14,7,3,-16,-12,2
CS(=O)(=O)N1CCCC(C(=O)NC2CCCCCCC2)C1 (stereo not given),-5,7,0,10,2,5,-14,0,-12
O=C(Nc1cccs1)OCCN1CCN(Cc2ccccc2)CCC1=O,-6,17,-3,17,-9,11,7,1,-6
COc1cc(OC)c(N(C)C(=O)CCNC(=O)Cn2cnc3ccccc3c2=O)cc1Cl,-3,10,-15,3,2,-12,-13,1,-17
COCCNC(=O)[C@H]1C[C@@H]1[C@H](NP(=O)(c1ccccc1)c1ccccc1)c1ccccc1,-2,9,15,14,10,-2,-9,1,-2
O=c1c2ccccc2sc2ccc(Cl)cc12,-9,21,39,-139,19,58*,2,-191,-1
O=c1[nH]c(-[n+]2ccc3ccccc3c2)c(/C=N/N=C(\[O-])c2ccccc2)s1,5,21,22,-62,6,7,21,-21,19
O=S1(=O)CCC(NC(=S)SCCOc2ccccc2)C1 (stereo not given),10,39,1,14,-3,0,18,1,0
O=C1OC(OC2CCCCC2)(c2ccccc2)c2ccccc21 (stereo not given),-1,-17,-14,19,-2,-13,11,0,2
CC[C@H](C)[C@H](NC(N)=O)C(=O)Nc1ccc(NC(C)=O)cc1,-8,6,-2,18,-3,6,-6,0,-14
O=C(O)c1ccccc1C(=O)Nc1ccccc1NC(=O)c1ccccc1C(=O)O,-4,6,-5,-5,-6,3,-1,88*,-10
CSc1ccccc1OCc1cc(C(=O)NCCCc2ccccc2)no1,-4,14,-3,2,4,2,0,0,19
CN1CCc2ccc(NC(=O)c3ccc(C(F)(F)F)cc3)cc2C1,4,17,15,-8,-10,18,4,-3,9
CC(Oc1ccc(F)cc1)C(=O)Nc1cc(S(=O)(=O)N2CCCCC2)ccc1N1CCN(C)CC1 (stereo not given),-4,x,x,7,x,x,4,4,x
